TNAP act hiacc = TNAP (human) activation, high acceptor. activation factor at 20 µM. P05186. purified TNAP, CDP-star luminescence, 1 M DEA, 30 min; stronger effect = higher value; 0 = EDTA background, 1 = DMSO-only activity. AID 1136. 200,000 tested, under 10 active;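 active = activation factor at least 2 at 20 µM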
Target sequence (P05186 whole entry, looked up): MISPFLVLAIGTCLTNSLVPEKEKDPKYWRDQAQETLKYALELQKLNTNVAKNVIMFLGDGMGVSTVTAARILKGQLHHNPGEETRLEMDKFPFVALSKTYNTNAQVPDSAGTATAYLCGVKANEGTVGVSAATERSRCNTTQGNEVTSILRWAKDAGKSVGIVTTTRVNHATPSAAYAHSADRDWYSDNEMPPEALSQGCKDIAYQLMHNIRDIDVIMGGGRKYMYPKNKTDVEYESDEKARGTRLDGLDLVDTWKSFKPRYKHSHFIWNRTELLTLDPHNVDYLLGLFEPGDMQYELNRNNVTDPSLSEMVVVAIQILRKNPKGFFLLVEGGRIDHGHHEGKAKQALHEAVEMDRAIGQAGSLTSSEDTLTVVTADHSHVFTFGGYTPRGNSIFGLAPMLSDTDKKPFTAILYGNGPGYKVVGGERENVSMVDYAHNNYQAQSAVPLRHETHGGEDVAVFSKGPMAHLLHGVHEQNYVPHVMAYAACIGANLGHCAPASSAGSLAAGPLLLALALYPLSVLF
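Assay system: human TNAP; Input: enzyme diluted 1/800 final; Reagent: CDP-star luminogenic substrate at 100 µM final; Timing: 30 min, room temperature; Signal: luminescence; Evaluation: TNAP activation factor scaled between EDTA and DMSO control wells.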
bIAP act = intestinal alkaline phosphatase (bovine) activation. 200,000 tested, 0.17% active. AID 1016. purified bovine IAP, CDP-star luminescence, 30 min; stronger effect = higher value; fold of DMSO-control signal, blank-subtracted. activation factor at 20 µM;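 active = activation factor of 2 or more at 20 µM, a signal rise over negative controls twice the positive control's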
PPARg SRC-1 ag = PPARgamma-driven SRC-1 recruitment agonism. 200,000 tested, 0.41% active. P37231. PPARgamma-SRC-1 coactivator recruitment biochemical assay. activation, % at 8 µM. AID 631; in the data active = activation above about 19%;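 also: 0% = DMSO and 100% = reference agonist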
STAT3 blocker = reduces IL-6 driven STAT3 reporter signal. U3A cells, IL-6 STAT3-luciferase reporter, luminescence; host cell line lacks STAT1. inhibition, % at 5.5 µM. 190,000 tested, 0.89% active. AID 862;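 active = inhibition above the mean inhibition across all screened compounds plus 3 SD, cut at about 44% in these data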;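 also: 0% = DMSO only wells and 100% = 100 µM nifuroxazide control wells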
TR-FRET SRC-2 ct = flags TR-FRET format artefacts in PPARgamma SRC-2 recruitment agonist screen | 200,000 tested, 0.4% active | TR-FRET ratio at 8 µM | TR-FRET artefact counter-screen; stronger effect = higher value; in the data active = TR-FRET ratio above about 2000; also: inactives centre near 1500
ROMK primary = human ROMK K+ channel modulation, primary screen. B-score at 10 µM. AID 1918. 130,000 tested, 2% active. Tet-inducible ROMK, thallium flux fluorescence; actives lie on both sides;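 active = signal ratio slope over the read window, or its plate-corrected B-score, at least 3 SD from the plate mean, either direction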;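 also: B-score of the F/F0 ratio slope over 7 to 12 s after thallium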
Target sequence (P48048 whole entry, looked up): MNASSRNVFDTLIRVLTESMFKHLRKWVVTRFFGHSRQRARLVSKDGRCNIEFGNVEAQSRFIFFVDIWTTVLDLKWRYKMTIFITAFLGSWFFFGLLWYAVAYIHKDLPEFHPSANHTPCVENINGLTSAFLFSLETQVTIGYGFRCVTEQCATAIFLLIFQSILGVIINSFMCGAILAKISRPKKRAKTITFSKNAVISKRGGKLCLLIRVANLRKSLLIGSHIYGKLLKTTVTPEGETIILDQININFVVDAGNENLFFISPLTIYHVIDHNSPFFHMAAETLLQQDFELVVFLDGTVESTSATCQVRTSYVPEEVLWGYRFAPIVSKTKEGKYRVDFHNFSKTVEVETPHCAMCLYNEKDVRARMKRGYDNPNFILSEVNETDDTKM
bIAP inhibitor = intestinal alkaline phosphatase (bovine) inhibition; 190,000 tested, under 10 active; inhibition, % at 20 µM; purified bovine IAP, CDP-star luminescence, 30 min;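 active = over 50% inhibition of intestinal alkaline phosphatase at 20 µM in the single-dose screen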
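test system = bovine IAP enzyme | medium = DEA buffer 100 mM, pH 9.8, with MgCl2 1.0 mM, ZnCl2 0.02 mM | detection = luminescence | dosing = single compound dose of 20 µM, 2% DMSO final | incubation = 30 min reaction at room temperature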
PPARg SRC-3 ag = promotes SRC-3 coactivator recruitment by human PPARgamma; AID 731; 200,000 tested, 0.26% active; biochemical PPARgamma/SRC-3 coactivator recruitment assay; P37231; activation, % at 8 µM; in the data active = activation above about 23%;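 also: 0% = DMSO and 100% = reference agonist; some compounds past the cut are filed as inactive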
STAT3 activator = increases IL-6 driven STAT3 reporter signal; U3A cells, IL-6 STAT3-luciferase reporter, luminescence; 100% = signal with IL-6 EC80 alone; activation (% of control), % at 5.6 µM; 190,000 tested, 0.91% active;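 active = activation above the screen-wide mean of compound activation plus 3 SD, cut at about 130% in these data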;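 also: 0% = background luminescence of wells with medium and substrate only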
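System – human U3A cells carrying STAT3-luciferase construct · Probe or stimulus – Interleukin-6, 33 ng/mL · Schedule – compound 1 h, then IL-6 6 h at 37 °C · Signal – luminescence from STAT3-driven luciferase reporter · Evaluation – percent of IL-6-only median luminescence · Benchmarks – IL-6-only high control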
PPARg SRC-2 ag = agonists of SRC-2 recruitment by human PPARgamma; P37231; PPARgamma LBD-SRC-2 recruitment, biochemical; activation, % at 8 µM; 200,000 tested, 0.34% active; in the data active = activation above about 22%;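 also: 0% = vehicle and 100% = reference agonist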
STAT1 inh = reduces IFN-gamma driven STAT1 reporter signal; NIH 3T3 STAT1-luciferase reporter, luminescence; 200,000 tested, 0.35% active; inhibition, % at 5.5 µM;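 active = inhibition above a set limit, the mean inhibition across all tested compounds plus 3 SD, cut at about 34% in these data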;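 also: 0% = IFN-gamma with DMSO and 100% = IFN-gamma with 300 µM nifuroxazide; values of inactives mirror those of a sister screen read the other way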
An asterisk follows results filed as active; x = not tested or not shown.

Preview (two entries):
Compound	PPARg SRC-2 ag	STAT3 blocker	bIAP act	STAT1 inh	TNAP act hiacc	bIAP inhibitor	PPARg SRC-3 ag	STAT3 activator	ROMK primary	PPARg SRC-1 ag	TR-FRET SRC-2 ct
CN(C)c1ccc(NC(=O)CN2CCN(CC(=O)Nc3ccc(F)cc3)CC2)cc1	6	-2	1	-8	1.1	-2	-4	107	x	2	1482
O=C(CSc1n[nH]c(-c2cccnc2)n1)Nc1ccnc2ccccc12	3	4	1	-2	1.1	0	3	100	-0.016	4	1470

The whole of this part, from the first entry:
Compound	PPARg SRC-2 ag	STAT3 blocker	bIAP act	STAT1 inh	TNAP act hiacc	bIAP inhibitor	PPARg SRC-3 ag	STAT3 activator	ROMK primary	PPARg SRC-1 ag	TR-FRET SRC-2 ct
CN(C)c1ccc(NC(=O)CN2CCN(CC(=O)Nc3ccc(F)cc3)CC2)cc1	6	-2	1	-8	1.1	-2	-4	107	x	2	1482
O=C(CSc1n[nH]c(-c2cccnc2)n1)Nc1ccnc2ccccc12	3	4	1	-2	1.1	0	3	100	-0.016	4	1470
CCOC(=O)CSc1nnc(C2CCCCC2)n1C	3	6	1	-7	1.1	3	10	101	0.46	3	1598
Cc1csc(SC(C)C(=O)NCC2CCCCC2)n1 (stereo unspecified)	2	-10	1.3	12	1	-25	3	108	0.33	4	1812
O=C(NC1=NCCS1)c1cc(-c2cccc(Br)c2)nc2ccccc12	5	8	1.1	6	1	-5	3	94	x	5	1613
O=C(/C=C/c1ccc(Br)cc1)NC(=O)c1ccccc1O	-5	24	1	2	1.1	0	3	83	0.28	-9	1596
Cn1cc(C(=O)Nc2ccc(F)c(F)c2)cn1	1	17	0.9	2	1	9	9	88	-0.25	6	1450
O=C(O)c1ccc2c(c1)C(=O)/C(=C\c1ccco1)C2=O	-3	0	1.1	-5	1	-7	-2	101	-1.8	4	1456
C/C(=C1/SC(N2CC(C)OC(C)C2)=NC1=O)c1ccccc1 (stereo unspecified)	1	12	0.9	-2	1	9	0	89	-0.6	2	1690
CN(C)c1cccc(C(=O)OCC(=O)N2CCc3ccccc3C2)c1	10	-8	1	-8	1	-4	-6	108	-0.86	0	1512
Cc1cccc(C)c1OC(=O)CSc1nnc(-c2ccccc2)o1	9	5	0.9	2	1	15	6	96	0.61	4	1645
O=C(O)c1cc2c(ccc3ccccc32)o1	-2	3	1	-7	1	4	-6	106	x	0	1547
O=C(COc1ccccc1)Nc1cccc2nsnc12	2	-4	0.8	-3	1	17	2	107	x	9	1534
Cn1c(=O)c2c(ncn2CC(=O)N2CCN(c3cccc(Cl)c3)CC2)n(C)c1=O	3	-6	0.9	9	1.1	7	3	105	x	0	1563
COc1ccc(C(=O)Oc2ccc3oc(=O)sc3c2)cc1	13	1	0.8	0	0.9	15	4	103	-0.36	-2	1543
COc1ccc(S(=O)(=O)Nc2cc3c(cc2C(C)=O)OCO3)cc1	-5	5	1	3	1	1	4	101	3.9	3	1580
O=C(O)CSc1nccc2ccccc12	-3	8	1	-5	1.1	4	-1	95	0.61	-4	1473
Cc1cc(C)n(-c2nc3sc4c(c3c(=O)[nH]2)CCCC4)n1	6	-3	1.1	-1	1	-12	-3	100	2.1	3	1611
O=C(C[n+]1cc(-c2ccc(F)cc2)n2c1CCC2)OCc1ccccc1	2	2	1.1	4	1	-14	2	99	0.00031	0	1458
COc1ccc(C(=O)OCc2csc(C)n2)c(O)c1	-2	3	1	-44	1.1	4	5	99	x	3	1668
CCOC(=O)N1CCN(C(=O)C(CC(C)C)NC(=O)C2CCCCC2)CC1 (stereo unspecified)	3	2	1	6	1	-3	2	102	-0.011	-5	1469
Cc1cc(C(=O)OCC(=O)Nc2cc(S(=O)(=O)N(C)C)ccc2C)c(C)o1	3	4	1	20	1	-3	4	102	-0.38	5	1456
O=C(O)/C=C/c1cn(-c2ncc(C(F)(F)F)cc2Cl)c2ccccc12	14	16	0.9	-2	1	6	5	91	x	7	1668
CC(C)CCOC(=O)C1C(c2ccccc2)C(C(=O)O)C1c1ccccc1 (stereo unspecified)	-3	2	0.8	-8	1	15	2	104	0.066	-4	1519
Fc1ccc(/C=N/Nc2nc3ccccc3[nH]2)cc1F	2	17	1.2	-26	1.1	-18	1	94	1.2	2	1576
COc1ccccc1C/C(N)=N/OC(=O)COc1ccccc1C	1	0	1.5	4	1	-46	7	107	1.4	2	1650
Cc1cc(=O)oc2n[nH]c(-c3ccccc3)c12	4	10	0.9	3	1	10	-1	94	x	-4	1380
COc1ccc2oc(=O)c(C(=O)N3CCN(c4ccccc4F)CC3)cc2c1	-4	0	1	-4	1	2	3	104	-0.51	5	1519
CCc1nnc(NC(=O)c2cc(-c3ccco3)nc3ccccc23)s1	8	3	1	0	1	4	1	104	-0.32	-1	1598
CCCn1c(C)cc(C(=O)CSc2nc3nc(C)cc(C)n3n2)c1C	0	5	0.8	9	1	23	0	96	x	4	1383
O=C(NNc1cc(Br)c(O)c(Br)c1)c1ccccc1	-9	2	0.9	1	1	8	6	103	0.052	-6	1526
O=C1N/C(=C/c2ccc(N3CCOCC3)o2)C(=O)N1c1ccccc1	1	15	1	0	0.9	-4	6	90	-3.4*	1	1498
Cn1c(=O)[nH]c(=O)c2c1ncn2CCCc1ccccc1	1	2	1	-4	1	5	-4	102	-1.4	0	1483
Cc1c(Cl)cccc1NC(=S)N(Cc1ccco1)C(C)c1ccccn1 (stereo unspecified)	10	9	0.9	1	1	8	2	101	1.4	7	1650
COc1ccc(NC(=S)N2N=CCC2c2ccccc2)cc1 (stereo unspecified)	8	9	0.9	-38	1.1	15	9	96	1.6	-5	1587
COc1ccc(-c2csc(/C=C/c3ccc4c(c3)OCO4)n2)cc1OC	8	6	1.1	-2	0.9	-7	0	94	x	4	1626
CCn1c(=O)c(C(=O)NC(C)C)c(O)c2ccccc21	7	2	0.9	-2	1.1	9	7	103	-0.38	7	1506
Cc1cc(C)n2c(Nc3ccc4c(c3)OCCO4)c(-c3ccccc3)nc2n1	11	2	1.1	2	1	-7	10	103	-0.58	5	1397
COc1ccc2cc(C(=O)c3ccccc3)c(=O)oc2c1	10	19	0.9	-9	1	14	-3	87	x	2	1605
OC(CNCCc1ccc(Cl)cc1)COCc1ccco1 (stereo unspecified)	-12	-2	1	-2	1.1	-2	-10	105	-0.037	4	1421
CCOC(=O)c1cc(C)sc1NC(=S)Nc1ccccc1	4	17	0.9	8	1	10	-4	87	1.3	9	1444
CCOC(=O)c1sc(NC(=O)CCN2CCN(C)CC2)c(C(=O)OCC)c1C	12	21	1.1	4	1	-15	7	86	-1.6	5	1701
Cc1ccc(NC(=O)c2sccc2C)cc1S(=O)(=O)N(C)C	6	-9	1	-17	1.1	2	2	110	x	4	1456
CS(=O)(=O)N(CC(=O)N1CCCC1)c1ccc2c(c1)OCCO2	10	11	1	-3	1	-2	5	96	-0.033	2	1598
O=C(O)C1[C@H]2C(=O)N(Cc3cccs3)C[C@]23C=C[C@H]1O3 (stereo partly specified)	13	12	0.9	-5	1	10	11	91	-0.0022	0	1698
CCCNC(=O)CCC(=O)Nc1ncc(-c2ccc(C)cc2)n1C	0	0	1	2	1.1	-2	-2	103	0.11	-1	1487
COCC(=O)Nc1cc(C(=O)NCC(C)C)ccc1Cl	10	20	1	9	1	3	0	86	0.45	2	1830
CSCCC(NC(=O)c1cc(C)oc1C)C(=O)O (stereo unspecified)	7	-4	0.9	1	1	12	0	103	-0.28	0	1635
Cn1c(/C(C#N)=C/c2cccc(O)c2)nc2ccccc21	0	-11	1.1	13	1	-9	5	115	-5*	3	1460
O=C(c1cccc(N2C(=O)C3CC=CCC3C2=O)c1)N1CCCCCC1 (stereo unspecified)	9	6	0.8	7	1	16	-3	98	x	3	1562
Cc1ccc(/C=C/C(=O)Nc2nnc(C)s2)o1	-6	-3	1	-23	1.1	0	1	101	1.1	-4	1528
COc1ccc(OC)c(-c2nnc(NC(=O)C(C)Sc3nncn3C)s2)c1 (stereo unspecified)	1	-44	1	-1	1	3	-3	140*	x	1	1589
CCOc1ccc(NC(=O)CCC(=O)NNC(=O)Nc2cccc(Cl)c2)cc1	3	-8	1	-5	1.1	3	4	110	0.31	-5	1478
COc1ccc(-c2noc(C(=O)NCc3ccccc3Cl)n2)cc1OC	0	-8	1	-7	1	-5	0	111	x	-3	1583
CCOC(=O)CCCNC(=O)CN1C(=O)NC(CCc2ccccc2)C1=O (stereo unspecified)	-1	-1	1.1	-1	1	-6	3	106	x	-3	1571
CCOC(=O)N1CCN(CCC(=O)Nc2ccc(Br)cc2)CC1	-1	-2	1	-4	1	-5	10	102	0.41	1	1606
O=C(NC(Cc1c[nH]c2ccccc12)C(=O)Nc1ccc(F)cc1)c1cccs1 (stereo unspecified)	3	-9	0.9	2	1	13	0	108	-1.2	-3	1618
CCOc1cc(NC(=O)c2cccs2)c(OCC)cc1NC(=O)c1ccco1	9	16	0.9	-3	1	7	4	89	x	13	1700
CCc1ccc(C(=O)COC(=O)C(Cc2ccccc2)NC(=O)C2CCC(C)CC2)cc1 (stereo unspecified)	6	10	1	6	1	1	5	96	0.63	-2	1507
O=C(Nc1ccccc1N1CCN(C(=O)c2ccccc2)CC1)c1ccc(Cl)cc1	8	7	1.2	10	1	-22	5	96	0.14	6	1611

Additional records follow.
Compound	PPARg SRC-2 ag	STAT3 blocker	bIAP act	STAT1 inh	TNAP act hiacc	bIAP inhibitor	PPARg SRC-3 ag	STAT3 activator	ROMK primary	PPARg SRC-1 ag	TR-FRET SRC-2 ct
O=C(Cc1cccs1)N1CCN(c2ccccn2)CC1	17	11	1	2	1	3	-3	96	x	1	1629
Cc1ccc(CCNC(=O)CCc2nc3ccccc3[nH]2)cc1	-2	-2	0.8	10	1	18	-2	100	0.23	5	1469
O=C(CNC(=O)c1ccco1)OCC(=O)c1ccccc1Cl	-5	4	1	5	1.1	2	-5	101	0.15	-4	1610
CCOC(=O)c1ccc(NC(=O)CCOc2ccc(OC)cc2)cc1	3	5	0.8	-2	1	16	2	96	0.58	0	1589
COCCn1c(C)cc(C(=O)COC(=O)c2ccccc2Br)c1C	-5	85*	1	86*	1	-4	-3	27	1.4	-3	1669
Cc1[nH]c2ccccc2c1/C=C(\C#N)C(=O)NCc1ccccc1	-1	15	0.9	15	1	7	2	89	-0.25	5	1429
CCN(CC)S(=O)(=O)c1ccc(C)c(NS(=O)(=O)c2cc(/C=C/C(=O)O)cc(OC)c2OC)c1	6	0	0.9	-5	1	14	1	101	1.1	10	1891

Screens (PubChem BioAssay)

Random draw from the library (roughly 3.7% active in at least one column).
